Source: PubChem
STEP block: blocks human striatal-enriched tyrosine phosphatase | P54829 | recombinant STEP, OMFP fluorogenic substrate, fluorescence | inhibition, % at 20 µM | 360,000 compounds, 0.25% hits | AID 588621;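 active means inhibition at 20 µM, scaled per plate between control wells, above about 37%, limit read from the data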;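 further: 0% = DMSO with enzyme and substrate and 100% = substrate only without enzyme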
Target sequence (P54829 whole entry, looked up): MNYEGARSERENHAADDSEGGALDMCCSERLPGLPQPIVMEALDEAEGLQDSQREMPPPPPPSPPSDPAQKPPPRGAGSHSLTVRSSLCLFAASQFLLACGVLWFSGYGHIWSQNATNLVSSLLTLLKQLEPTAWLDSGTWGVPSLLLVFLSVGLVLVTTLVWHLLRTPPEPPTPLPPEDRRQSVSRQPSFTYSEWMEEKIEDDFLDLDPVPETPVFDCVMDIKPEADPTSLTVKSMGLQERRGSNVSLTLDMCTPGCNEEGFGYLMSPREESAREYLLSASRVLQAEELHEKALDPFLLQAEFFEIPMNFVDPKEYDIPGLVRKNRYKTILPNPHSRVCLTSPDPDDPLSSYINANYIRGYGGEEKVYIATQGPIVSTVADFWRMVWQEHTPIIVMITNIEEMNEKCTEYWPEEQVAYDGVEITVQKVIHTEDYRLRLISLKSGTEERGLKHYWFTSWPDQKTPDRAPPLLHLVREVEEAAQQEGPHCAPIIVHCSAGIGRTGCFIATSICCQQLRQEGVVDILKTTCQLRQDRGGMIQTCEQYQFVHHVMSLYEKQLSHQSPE
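material = STEP tyrosine phosphatase | reagent = fluorogenic phosphatase substrate OMFP at 25 µM final | doses = single compound dose of 20 µM, 1% DMSO final | schedule = 20 min reaction, room temperature, in the dark | measured by = fluorescence, 480/540 nm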
MsrA inhibitor: bovine MsrA inhibition. inhibition, % at 15.5 µM. purified bovine MsrA, absorbance read-out. AID 651718. 360,000 compounds, 0.75% hits; in the data active means inhibition above about 4.5%;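 further: 0% = vehicle wells with enzyme and 100% = reference inhibitor wells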
Scp-1 inhibitor: Scp-1 (human) phosphatase inhibition | AID 493091 | 340,000 compounds, 0.88% hits | Recombinant Scp1, phosphopeptide, malachite green phosphate absorbance | inhibition, % at 20 µM;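 active means inhibition above about 50% at 20 µM, limit read from the data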;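 further: plate controls were DMSO wells with enzyme for no effect and wells lacking enzyme for full effect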
Target sequence (Q9GZU7 76-261 limits assumed): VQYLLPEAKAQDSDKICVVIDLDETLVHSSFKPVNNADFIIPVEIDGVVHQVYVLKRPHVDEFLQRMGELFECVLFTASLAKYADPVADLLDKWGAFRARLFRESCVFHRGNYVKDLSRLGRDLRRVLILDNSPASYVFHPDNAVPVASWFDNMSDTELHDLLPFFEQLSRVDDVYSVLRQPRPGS
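Material – SCP-1 phosphatase catalytic domain, residues 76-261 · Buffer or medium – Acidic Tris acetate buffer with magnesium and detergent · Also added – Phospho 17-mer peptide substrate · Compound – single 20 µM dose, 1% DMSO · Times – 45 min room-temperature reaction, 5 min colour, 30 min stabiliser · Technique – Phosphate-binding colour reagent, absorbance read at 630 nm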
MsrA act: activators of bovine methionine sulfoxide reductase A; AID 602163; 360,000 compounds, 0.3% hits; purified bovine MsrA, absorbance read-out; activation, % at 10.6 µM; in the data active means activation above about 7.5%;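 further: 0% = vehicle and 100% = reference activator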
DNMT1 block: blocks human DNA methyltransferase DNMT1 | P26358 | DNMT1 molecular beacon, Hinp1I cleavage, fluorescence | inhibition (reported as % activation of signal), % at 10 µM | 360,000 compounds, 0.83% hits; in the data active means inhibition above about 50%
SUMO1 PPI mod: modulators of human SUMO1-mediated protein-protein interactions. P63165. SUMO1 binding to a labelled peptide, TR-FRET, 1 h. inhibition, % at 20 µM. 360,000 compounds, 0.33% hits. AID 602429; in the data active means inhibition above about 37%
Target sequence (P63165 whole entry, looked up): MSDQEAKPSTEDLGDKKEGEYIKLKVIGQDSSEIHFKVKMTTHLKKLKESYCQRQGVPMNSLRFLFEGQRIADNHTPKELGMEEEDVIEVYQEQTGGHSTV
TbMetRS inhib: blocks T. brucei methionyl-tRNA synthetase activity | purified T. brucei MetRS, ATP depletion, Kinase-Glo luminescence | inhibition, % at 11.9 µM | 360,000 compounds, 0.4% hits;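 active means inhibition above a per-plate cutoff of the control wells' mean inhibition plus 3 SD, cut at about 5.5% in these data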;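 further: 0% = DMSO wells median and 100% = median of wells with control inhibitor compound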
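Material – parasite MetRS enzyme · Medium – HEPES-MgCl2-KCl buffer plus DTT, spermine, BSA, pyrophosphatase · Reagent – ATP, methionine and E. coli bulk tRNA substrates · Times – 15 min enzyme-compound preincubation, 2 h reaction, 10 min detection, 25 °C · Measured by – luminescence of leftover ATP · Evaluation – percent inhibition relative to median high and low control wells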
eLon inh: E. coli protease La inhibition | P0A9M0 | purified E. coli Lon protease, fluorescence polarization | inhibition, % at 7.94 µM | 360,000 compounds, 0.42% hits | AID 602123; in the data active means inhibition above about 13%, passing the limit was not always enough;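 further: 0% = enzyme with probe and DMSO and 100% = no enzyme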
CendR NRP1 mod: alters CendR peptide binding to human NRP-1 | 360,000 compounds, 0.85% hits | FAM-RPARPAR peptide binding to NRP-1, fluorescence polarization | inhibition, % at 25 µM;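 active means inhibition or corrected inhibition above about 18%, plus a signal ratio from 0.5 to 1.5, limit read from the data, passing the limit was not always enough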; further: strong numbers were not always called active
LMPTP inh: LMPTP (human) inhibition; P24666; recombinant LMPTP-A, OMFP fluorogenic substrate, fluorescence intensity; inhibition, % at 20 µM; 360,000 compounds, 0.22% hits;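 active means compounds that cut the enzyme signal by at least half of the control window in the single-dose screen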;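 further: plate controls were DMSO wells with enzyme plus substrate for no effect and substrate without enzyme for full effect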
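Test system: LMPTP-A, protein tyrosine phosphatase of low molecular weight; Input: 0.625 nM enzyme; Incubation: 50 min dark incubation at room temperature; Signal: endpoint fluorescence intensity from OMFP dephosphorylation; Read-out basis: % inhibition versus control wells.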
* = called active by the depositor; / = no result given.

STEP block,MsrA inhibitor,Scp-1 inhibitor,MsrA act,DNMT1 block,SUMO1 PPI mod,TbMetRS inhib,eLon inh,CendR NRP1 mod,LMPTP inh,SMILES
-1.8,0.6,-6.2,-8.4,7.5,1.7,-0.4,11.3,20.9,24.7,Cc1cc(Nc2ccccc2Cl)c2ccccc2n1
1.1,/,-4.4,-0.5,-6.3,1.1,-0.5,-5.4,12.1,-0.8,COC(=O)C1=C(C)N(Cc2ccccc2)C(=NCc2cc(OC)c(OC)c(OC)c2)N[C@H]1c1cccc(F)c1
-2.4,-0.1,-2.9,-2.2,0.5,3.0,-0.2,0.5,1.2,-3.4,O=c1sc2ccccc2c(N2CCN(c3ccccc3)CC2)c1[N+](=O)[O-]
1.2,0.0,/,-4.3,6.1,-4.6,-0.3,1.0,4.7,0.3,CCc1ccc([C@@H]2CC(=O)[C@@H]3CN(S(=O)(=O)c4ccc(C)cc4)[C@H](c4ccc(Cl)cc4)C[C@@H]3N2S(=O)(=O)c2ccc(C)cc2)cc1
-1.9,0.1,-11.2,-7.8,0.4,5.0,-1.1,-3.5,2.9,-1.6,COCCNC(=O)CN1CCC(NC(=O)Nc2ccccc2)CC1
2.7,-0.1,/,-3.6,-2.5,9.0,-0.1,9.9,-11.1,-0.5,CCc1nc(N2CCN(C(=O)CCCl)CC2)c2c3c(sc2n1)CCCC3
-0.4,1.7,4.6,-3.5,0.3,-17.8,2.4,0.4,-19.5,-0.4,Cc1ccc(OCC(=O)N/N=C\c2cccs2)c([N+](=O)[O-])c1
-0.7,-0.3,21.0,-8.8,1.1,3.6,-1.1,8.8,9.5,-0.5,C[C@H](NC(=O)c1ccco1)C(=O)N1CCCC1
-4.5,-0.2,-4.0,-4.1,0.6,2.8,-0.1,-5.1,3.7,-1.4,CC(C)(C)NC(=O)C(c1ccncc1)N(Cc1cccs1)C(=O)c1csnn1 (stereo not drawn)
0.1,0.4,2.7,-7.0,0.0,-0.1,-1.1,-3.0,1.5,-0.8,COc1cccc(CNC(=O)C(NS(=O)(=O)c2ccc3c(c2)CCN3C(C)=O)C(C)C)c1 (stereo not drawn)
0.4,1.3,-2.2,-1.8,-8.7,-31.4,-0.2,-6.9,4.2,3.0,CCCC[n+]1ccn(C2=C([O-])c3ccccc3C(=O)/C2=N\S(=O)(=O)c2ccccc2)c1
3.8,-0.2,/,0.8,1.6,-0.2,-1.0,11.5,7.7,-0.8,c1ccc(CN2CCC3CC2c2ccc(N4CCOCC4)cc23)cc1 (stereo not drawn)
-0.1,5.5*,-4.1,-6.5,-3.4,-12.4,0.6,-2.9,-13.7,0.6,COc1ccc(/C=C/C2=NNC(=O)CC2)cc1
3.6,-0.3,-8.8,-5.8,1.2,-0.2,-1.0,-7.7,-5.7,-2.2,OC[C@H]1OC(O)C[C@@H](O)[C@@H]1O (stereo partly drawn)
-3.3,-0.6,-3.6,-3.0,-3.1,1.2,-0.6,5.5,3.2,0.3,CCOC(=O)CC1C(=O)NCCN1C(=O)COc1ccc(Br)cc1C (stereo not drawn)
-0.2,2.8,2.7,-11.0,0.3,7.6,-1.2,11.6,6.7,-2.0,Cc1cc(=O)oc2c3c(cc(OCC(=O)N[C@@H](C)C(=O)O)c12)OC(C)(C)CC3
2.2,-0.2,-2.8,-6.0,-7.0,-11.8,-0.9,-13.8,-25.3,1.1,COc1ccc(/C=C/C(=O)c2c(C)cc(C)[nH]c2=O)c2ccccc12
1.7,1.3,-8.2,-2.7,-2.1,-14.7,0.6,2.2,7.9,1.1,Cc1cc(C)n(-c2ccc(C(=O)OCC(=O)Nc3ccc([N+](=O)[O-])cc3)cc2)n1
-3.9,-0.7,-1.8,-0.6,4.4,0.0,-1.0,-5.8,-2.6,-2.7,O=c1[nH]c(Cc2ccccc2)nc2scc(-c3ccccc3)c12
2.3,-0.5,-2.2,0.7,-2.7,-2.0,-0.3,-2.0,-3.6,1.7,Cc1sc2nc(CN(Cc3cccs3)C(=O)NC3CCCCC3)[nH]c(=O)c2c1C
-1.0,-0.5,-0.3,-3.7,2.5,2.4,0.2,5.6,4.1,1.8,CC(C)C(C(=O)Nc1nccs1)N1C(=O)c2ccccc2C1=O (stereo not drawn)
0.1,-0.6,-7.8,0.2,-5.6,22.2,0.3,-1.0,-4.2,0.5,CC(=O)c1ccccc1Oc1nc(CN2CCOCC2)nc2scc(-c3cccs3)c12
4.0,1.3,0.6,-1.8,-1.2,1.6,0.2,0.1,6.9,3.3,O=C(O)c1ccc(N2CC3CC(C2)c2cccc(=O)n2C3)c(NC(=S)Nc2ccc(Br)cc2)c1 (stereo not drawn)
2.2,0.6,3.0,2.7,7.2,16.6,-0.5,-4.5,-1.3,1.8,O=C(c1cc2ccccc2o1)N1CCN=C1SCc1cccc(F)c1
-2.4,0.2,2.0,-1.8,0.2,-2.9,-0.6,-6.7,6.5,-1.5,CN(CC1COc2ccccc2O1)C(=O)c1ccc(N(C)C)cc1 (stereo not drawn)
-1.3,1.4,0.5,-3.1,2.4,-5.2,-0.3,-7.8,-5.1,-1.0,Fc1cccc2sc(N3CCCCC3)nc12
3.8,/,/,13.8*,83.0*,111.4*,0.1,-3.2,25.5*,6.4,COc1cc2c(cc1OC)C(=O)C(Br)CC2 (stereo not drawn)
-0.4,1.0,1.2,-16.6,2.8,8.1,-1.1,-9.9,0.7,-0.5,Cc1ccc(CSc2nc3[nH]ncc3c(=O)[nH]2)cc1
-2.2,/,/,-4.2,7.4,0.5,-0.1,-14.0,-5.4,-2.4,CCCC(=O)N1CCC1(C)C(=O)Nc1cccc(F)c1 (stereo not drawn)
36.9*,1.3,-3.8,-1.3,-19.4,9.0,-0.2,-20.1,0.7,0.9,Nc1c(Cl)cc(-c2csc(N3CCCC3c3nc4cc(Cl)c(Cl)cc4n3CCOCCO)n2)cc1Cl (stereo not drawn)
0.3,-0.7,2.5,-1.1,7.1,-0.5,0.7,-4.5,7.0,-0.5,CCOC(=O)CNC(c1ccccc1)c1cc(Br)ccc1NC(C)=O (stereo not drawn)
17.6,-0.1,-4.9,-1.1,3.6,-0.6,3.1,1.1,-7.7,-0.9,COc1ccc(C2C3=C(CCCC3=O)Nc3nc(C(F)(F)F)nn32)cc1OC (stereo not drawn)
6.9,-0.4,-13.9,-2.6,5.7,6.1,-0.3,-5.5,-2.3,1.9,CCCCCCCCSc1nnc(CSc2nc3nc(C)cc(C)n3n2)o1
-3.0,0.2,-4.9,-9.7,1.5,3.1,-1.3,-16.2,11.0,0.9,Cc1noc(NS(=O)(=O)c2ccc(NC(=O)c3ccc(Br)o3)cc2)c1C
-0.9,-0.7,/,-6.9,-1.5,-2.8,-0.5,-1.7,-0.6,-1.6,CCc1nc2ccc(C(=O)Nc3ccc4c(c3)OCC(=O)N4)cn2c1N(C)C(=O)C1CCCCC1
0.1,-0.6,-3.3,-1.9,-3.0,-3.5,-0.2,-2.2,27.6*,0.0,Cc1ccc(NC(=O)C2CCCN2C(=O)NC2CCCCC2)cc1C (stereo not drawn)
-2.1,0.6,-9.5,-0.9,1.5,5.3,-0.1,2.7,-3.3,-0.8,NC(=O)CSc1nc2c(sc3ccccc32)c(=O)n1CCCN1CCOCC1
-0.3,-0.7,-13.2,-1.9,-2.6,-0.7,-0.1,12.7,1.7,1.2,Cc1ccc(NC(=O)COC(=O)Cc2ccc(Br)cc2)cc1S(=O)(=O)N1CCOCC1
5.4,3.7,6.0,-6.3,-21.6,0.9,-0.4,4.2,17.5,0.6,COc1ccccc1-c1sc2ccccc2c1C#Cc1ccc(N(C)C)cc1
-0.6,-0.8,-7.3,-2.6,-3.7,-23.7,0.6,-3.8,-4.9,1.2,Cc1csc(Sc2ccc(C(=O)OCC(=O)Nc3ccc(OC(F)(F)F)cc3)cc2[N+](=O)[O-])n1
-2.3,-0.1,-3.8,-3.5,-0.3,5.1,0.7,-11.3,1.8,-2.2,CCOC(=O)N1CCN(C(=O)CSC2=NS(=O)(=O)c3ccccc3N2)CC1
1.9,0.3,-3.3,2.2,-2.8,-1.3,-0.8,6.0,7.0,1.4,COC(=O)c1c(C)[nH]c(C)c1-c1ccc(C)cc1
-0.4,-0.3,-6.1,-4.0,5.4,-2.2,-1.0,-3.8,7.6,1.3,O=C(NC1CCCC1)c1cc(-c2cccs2)on1
1.7,1.5,-7.6,-1.3,1.1,-0.5,-0.5,-10.4,5.8,0.1,CC(Sc1n[nH]c(=O)n1Cc1ccccc1)C(=O)NC1CCCCC1C (stereo not drawn)

Another view of some results above.
Cc1csc(Sc2ccc(C(=O)OCC(=O)Nc3ccc(OC(F)(F)F)cc3)cc2[N+](=O)[O-])n1
  STEP block: -0.6 | MsrA inhibitor: -0.8 | Scp-1 inhibitor: -7.3 | MsrA act: -2.6 | DNMT1 block: -3.7 | SUMO1 PPI mod: -23.7 | TbMetRS inhib: 0.6 | eLon inh: -3.8 | CendR NRP1 mod: -4.9 | LMPTP inh: 1.2
CCOC(=O)N1CCN(C(=O)CSC2=NS(=O)(=O)c3ccccc3N2)CC1
  STEP block: -2.3 | MsrA inhibitor: -0.1 | Scp-1 inhibitor: -3.8 | MsrA act: -3.5 | DNMT1 block: -0.3 | SUMO1 PPI mod: 5.1 | TbMetRS inhib: 0.7 | eLon inh: -11.3 | CendR NRP1 mod: 1.8 | LMPTP inh: -2.2
COC(=O)c1c(C)[nH]c(C)c1-c1ccc(C)cc1
  STEP block: 1.9 | MsrA inhibitor: 0.3 | Scp-1 inhibitor: -3.3 | MsrA act: 2.2 | DNMT1 block: -2.8 | SUMO1 PPI mod: -1.3 | TbMetRS inhib: -0.8 | eLon inh: 6.0 | CendR NRP1 mod: 7.0 | LMPTP inh: 1.4
O=C(NC1CCCC1)c1cc(-c2cccs2)on1
  STEP block: -0.4 | MsrA inhibitor: -0.3 | Scp-1 inhibitor: -6.1 | MsrA act: -4.0 | DNMT1 block: 5.4 | SUMO1 PPI mod: -2.2 | TbMetRS inhib: -1.0 | eLon inh: -3.8 | CendR NRP1 mod: 7.6 | LMPTP inh: 1.3
